MT1-MMP txn act: MT1-MMP promoter transcription activation. HT1080 MT1-MMP promoter luciferase reporter, luminescence, overnight; hits give high values. activation factor at 10 µM. 0.16% of 86,000 active. AID 750;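 active means activation factor of at least 2 for MT1-MMP transcription at 10 µM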
CD11b adhes enh: enhancers of human CD11b/CD18 binding to fibrinogen | P05107+P11215 | K562 CD11b/CD18 adhesion to fibrinogen, ATPlite luminescence | activation, % at 10 µM | 0.07% of 93,000 active;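 active means 10 µM primary screen giving 50% or more activity, confirmed by 40% or more on retest at that dose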; further: strong numbers were not always called active; reference of the scale not given here
Fibroblast inh: blocks proliferation of human lung fibroblasts | LL 47 human lung fibroblast viability, ATP luminescence; hits give low values | viability, % at 10 µM | 1.1% of 85,000 active;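 active means viability at or below 50% in the single dose screen; inactive means viability above 50%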;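 further: compound exposure lasted 72 h before the ATP readout; 100% = median luminescence of untreated cell-only wells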
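Test system: LL 47 human lung fibroblasts / Quantity: 1,150 cells in each well / Medium: IMEM growth medium with 15% fetal bovine serum / Incubation: 72 h compound exposure at 37 °C after overnight plating / Detection: CellTiter-Glo luminescence measuring cellular ATP / Read-out: % viability versus median cells-only luminescence / Benchmarks: cell-only wells, no compound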
HUVEC prolif 384: inhibitors of human endothelial cell proliferation; 1.1% of 86,000 active; AID 648; HUVEC proliferation, CellTiter-Glo luminescence, 72 h; hits give low values; viability, % at 10 µM (by protocol);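 active means viability at or below 30%; inactive means viability above 30%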;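 further: 100% = median luminescence of DMSO-only cell control wells on each plate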
ERa SRC1 inh: blocks coactivator binding to human estrogen receptor alpha. inhibition, % at 25.6 µM. P03372. AID 629. TR-FRET ER-alpha LBD / SRC-1 peptide, estradiol-bound. 1.7% of 86,000 active; in the data active means inhibition above about 50%;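 further: 0% = receptor plus peptide control and 100% = peptide only without receptor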
Target sequence (P03372 whole entry, looked up, the tested form may be a part): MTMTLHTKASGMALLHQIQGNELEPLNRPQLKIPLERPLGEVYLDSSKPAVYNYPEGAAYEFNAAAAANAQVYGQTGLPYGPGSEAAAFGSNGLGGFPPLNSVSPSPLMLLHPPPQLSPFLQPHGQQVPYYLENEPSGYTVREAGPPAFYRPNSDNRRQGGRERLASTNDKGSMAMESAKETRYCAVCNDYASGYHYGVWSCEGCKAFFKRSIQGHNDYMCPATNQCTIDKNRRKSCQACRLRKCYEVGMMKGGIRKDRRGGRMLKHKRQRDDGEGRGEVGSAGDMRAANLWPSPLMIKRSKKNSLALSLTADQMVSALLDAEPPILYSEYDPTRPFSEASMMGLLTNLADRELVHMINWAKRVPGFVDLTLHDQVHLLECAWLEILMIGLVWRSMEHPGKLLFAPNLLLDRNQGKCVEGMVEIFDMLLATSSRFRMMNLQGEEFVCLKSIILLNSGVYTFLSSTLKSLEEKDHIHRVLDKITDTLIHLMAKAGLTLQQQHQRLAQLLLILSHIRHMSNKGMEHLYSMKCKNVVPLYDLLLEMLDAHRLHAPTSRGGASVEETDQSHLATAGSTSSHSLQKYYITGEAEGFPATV
Smad3 inh: Smad3 (human) transcription factor binding inhibition; P84022; TR-FRET Smad3/Dy647-FoxH1 peptide binding, europium anti-His; inhibition, % at 25 µM; 0.29% of 88,000 active;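 active means compounds that reduce the energy-transfer binding signal between the protein and its labelled peptide by more than half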;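 further: 0% = Smad3 plus labelled peptide maximal FRET and 100% = peptide-only background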
ERa coact pot: enhances coactivator binding to human estrogen receptor alpha. P03372. coactivator binding (% of control), % at 25.6 µM. 1.3% of 86,000 active. TR-FRET ERalpha-LBD/SRC-Cy5 coactivator binding, 2 h; 100 = basal binding, no effect; in the data active means activity above about 200%;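 further: binding measured in presence of low estradiol as agonist stimulus; 0% = peptide alone without receptor and 100% = receptor with peptide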
H69AR inhibit: growth inhibitors of human H69AR lung tumor cells. H69AR lung tumor viability, ATP luminescence, 72 h; hits give low values. viability, % at 10 µM. 6% of 85,000 active;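 active means viability at or below 40%; inactive means viability above 40%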;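 further: multidrug resistant small cell line overexpressing MRP-1 efflux transporter; 100% = mean luminescence of untreated control wells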
ERb SRC1 inh: ER-beta (human) coactivator binding inhibition. Q92731. TR-FRET ER-beta LBD / SRC1-Cy5 peptide binding; receptor agonist-loaded with 1 µM estradiol. inhibition, % at 25.6 µM. 1.3% of 86,000 active;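 active means compounds whose percent inhibition of the receptor-coactivator binding signal exceeds about 50% in the single-dose screen, limit read from the data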;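 further: 0% = receptor plus peptide wells without compound and 100% = peptide-only wells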
Target sequence (Q92731 whole entry, looked up, the tested form may be a part): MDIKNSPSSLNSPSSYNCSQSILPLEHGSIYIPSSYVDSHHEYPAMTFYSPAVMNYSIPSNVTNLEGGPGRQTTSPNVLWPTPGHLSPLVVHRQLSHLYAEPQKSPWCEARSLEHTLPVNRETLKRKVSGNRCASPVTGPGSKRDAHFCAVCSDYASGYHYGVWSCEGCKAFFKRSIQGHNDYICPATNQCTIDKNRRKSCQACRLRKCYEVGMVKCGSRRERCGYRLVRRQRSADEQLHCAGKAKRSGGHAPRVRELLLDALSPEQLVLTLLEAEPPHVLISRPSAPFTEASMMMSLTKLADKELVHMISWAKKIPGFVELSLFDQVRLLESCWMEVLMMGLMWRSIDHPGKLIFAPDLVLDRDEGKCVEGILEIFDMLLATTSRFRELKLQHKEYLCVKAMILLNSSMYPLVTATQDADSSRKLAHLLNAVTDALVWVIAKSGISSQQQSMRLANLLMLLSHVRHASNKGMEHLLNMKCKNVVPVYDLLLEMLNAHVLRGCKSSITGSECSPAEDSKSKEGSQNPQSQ
The depositor's hits bear a star; / = no result given; [ ] = remark or other dose. This is a subset. The share of hits here may be higher or lower than overall.

SMILES | MT1-MMP txn act | CD11b adhes enh | Fibroblast inh | HUVEC prolif 384 | ERa SRC1 inh | Smad3 inh | ERa coact pot | H69AR inhibit | ERb SRC1 inh
CCN(CC)CCn1c(=S)[nH]c2cc(Cl)ccc2c1=O | 1 | 1.6 | 99.3 | 89.3 | -15.3 | 3.5 | 103.0 | 105.0 | -3.7
COc1ccc(-c2nc(CCNC(=O)c3ccc(Br)o3)cs2)cc1 | / | -6.8 | 101.1 | 68.3 | 5.2 | 10.9 | 101.6 | 65.9 | -1.1
CCn1c(NCc2c[nH]c3ccccc23)nc2ccccc21 | 1.5 | / | 93.2 | 73.2 | -9.9 | -0.8 | 115.8 | 50.1 | -25.0
CC(NC(=O)COc1ccccc1)C(c1ccccc1)N1CCN(C)CC1 (centres undefined) | 1.1 | 0.5 | 102.6 | 162.7 | -18.5 | 5.5[fluorescence artefact?] | 122.6 | 100.0 | 3.6
Cc1cc(C)n2c(SCC(=O)NCc3ccco3)nnc2n1 | 1 | -0.3 | 87.8 | 100.0 | -4.3 | 5.5 | 112.9 | 101.9 | -9.9
COC(=O)c1sc2ccccc2c1C(=O)OC | 1.2 | / | 94.7 | 98.6 | -4.8 | 9.9 | 99.2 | 104.6 | 2.1
Cn1c(NC(=O)CCc2ccccc2)cc(=O)n(C)c1=O | 1.5 | 0.7 | 98.8 | 97.4 | -1.5[fluorescence artefact?] | -1.7 | 105.5 | 89.9 | -2.7[fluorescence artefact?]
CCOC(=O)c1c(C)[nH]c(C)c1C(=O)COC(=O)CCOc1ccccc1OC | 1.1 | -1.6 | 99.2 | 104.5 | 21.4[fluorescence artefact?] | 6.7 | 80.0[fluorescence artefact?] | 74.6 | 58.4*
Cc1nn(C(C)CC(=O)O)c(C)c1C (centres undefined) | 1.2 | -5.1 | 105.3 | 95.9 | -3.1[fluorescence artefact?] | 7.2 | 114.6 | 98.2 | 4.4[fluorescence artefact?]
COC(=O)c1c(NC(=O)C2CC=CCC2C(=O)O)sc(C(N)=O)c1C (centres undefined) | 1.1 | -3.0 | 95.8 | 93.4 | 18.5 | -3.2 | 50.0 | 98.6 | 40.7
COc1ccc(OC)c2[nH]c(=O)c(CCNC(C)=O)cc12 | 1.1 | -3.4 | 101.5 | 104.3 | 1.1 | 3.3 | 88.7 | 103.5 | -0.1
Clc1ccc(CN2CCN(c3ncnc4scc(-c5cccs5)c34)CC2)cc1 | 1 | -3.9 | 81.4 | 74.2 | -1.0[fluorescence artefact?] | 7.5 | 137.7 | 66.3 | 2.6[fluorescence artefact?]
CCCC1C(C#N)=C(N)Oc2n[nH]c(C(C)(C)C)c21 (centres undefined) | 0.9 | -5.5 | 101.8 | 93.4 | -0.7 | 2.9 | 104.9 | 85.7 | -7.0
CCc1nnc(NC(=O)c2c(O)c3cccc4c3n(c2=O)CC4)s1 | 1 | 9.1 | 86.4 | 84.7 | 8.5[fluorescence artefact?] | 24.6[fluorescence artefact?] | 103.1[fluorescence artefact?] | 1.8* | 14.3[fluorescence artefact?]
Cc1cc(=O)[nH]c(-n2nc(C)c(Oc3ccccc3O)c2C)n1 | 1.1 | 3.8 | 85.5 | 117.6 | -1.1[fluorescence artefact?] | -0.8[fluorescence artefact?] | 105.2[fluorescence artefact?] | 66.2 | 3.4[fluorescence artefact?]
COc1ccccc1OCC(=O)Nc1nc(-c2ccc(S(=O)(=O)N3CCOCC3)cc2)cs1 | 1.1 | / | 93.3 | 69.2 | 27.1[fluorescence artefact?] | -12.8 | 216.9*[fluorescence artefact?] | 70.9 | 14.9
O=C(O)c1cccc2c1C(=O)N(Cc1ccncc1)C2 | 1 | -3.4 | 100.9 | 104.0 | -12.0 | 7.0 | 110.3 | 94.4 | -16.3[fluorescence artefact?]
COc1ccccc1N1CCN(C(=O)CSc2nc3ncnc(N)c3[nH]2)CC1 | 1.1 | -0.8 | 96.5 | 92.7 | -43.0[fluorescence artefact?] | 3.6 | 101.5 | 82.9 | -10.7[fluorescence artefact?]
O=C(Nc1ccc(Cl)cc1C(=O)N1CCOCC1)c1ccco1 | 1.1 | 1.7 | 100.7 | 98.7 | -3.3 | 3.8 | 88.4 | 99.8 | -12.8
Cn1c(=O)cc(SCC(=O)NCc2ccco2)c2ccccc21 | 1.2 | -7.8 | 87.7 | 90.1 | -4.6[fluorescence artefact?] | 2.0[fluorescence artefact?] | 191.8[fluorescence artefact?] | 107.6 | -14.5
O=C1c2cccc3c(Cl)ccc(c23)C(=O)N1O | 1.2 | 0.4 | 84.3 | 87.4 | 6.4 | 15.8 | 107.1 | 49.7 | 4.2
N#Cc1ccccc1CSc1nc(N2CCCCC2)nc(N2CCCCC2)n1 | 1 | -0.9 | 91.3 | 121.1 | -1.4 | -7.5 | 110.5[fluorescence artefact?] | / | 0.6
CCN(CC)C(=O)CSc1nnc(CNc2ccc(F)cc2)n1Cc1ccco1 | / | -1.2 | 94.9 | 100.4 | 0.6 | -7.1 | 86.8 | 92.8 | -4.6
CC1CCN(C(=O)c2ccc(C(=O)N3CCC(C)CC3)cc2)CC1 | 0.9 | / | 98.9 | 95.4 | -16.7 | -1.0 | 115.5 | 97.6 | -17.3
COc1ccccc1CNS(=O)(=O)c1c(C)noc1C | 1.2 | -3.3 | 97.8 | 99.1 | -15.6 | -10.0 | 101.5 | 98.3 | -19.9
COc1ccc(-c2nnc(SCC(=O)c3ccco3)n2-c2ccccc2)cc1 | 1.1 | 3.6 | 103.1 | 92.6 | 11.0[fluorescence artefact?] | -5.9 | 80.7[fluorescence artefact?] | 91.9 | 7.1
O=C(Nc1cccc(OC(=O)c2cccnc2)c1)c1cccnc1 | 1.2 | / | 112.4 | 97.3 | 4.1 | -13.1 | 101.9 | 89.7 | 15.2[fluorescence artefact?]
COC(=O)c1c(NC(=O)Nc2ccc(Cl)cc2)sc(C)c1C | 1.2 | 92.0 | 93.0 | 92.2 | 1.7 | 4.0 | 133.6 | 75.1 | 4.3
COc1ccc(Nc2nnc(SCc3cc(=O)n4ccsc4n3)s2)cc1 | 1.2 | / | 107.9 | 68.4 | 76.4*[fluorescence artefact?] | 32.9 | 51.9[fluorescence artefact?] | 75.5 | 52.1*
CCC(=O)N1CCc2cc(Br)cc(S(=O)(=O)NCc3ccco3)c21 | 1.1 | -1.0 | 90.1 | 86.2 | 5.5[fluorescence artefact?] | -0.8 | 110.9[fluorescence artefact?] | 83.1 | 14.1[fluorescence artefact?]
COC(=O)c1[nH]c2ccc(Br)cc2c1NC(=O)Oc1ccccc1 | 1.6 | / | 88.4 | 86.1 | -8.6 | 5.4 | 103.0 | 80.6 | -4.1
Cc1cc(C(F)(F)F)nn1C(=O)c1cccnc1Cl | 1 | -5.1 | 99.3 | 103.0 | -0.5 | 2.5 | 114.7 | 103.8 | -7.9
O=C1CC(N(O)c2ccccc2)C(=O)N1c1cc(Cl)cc(Cl)c1 (centres undefined) | 1 | 3.4 | 101.3 | 96.6 | -23.2 | 0.8 | 105.0 | 102.3 | -0.1
CCOC(=O)C1=C(O)/C(=C\c2ccc(OC)c(OC)c2)N=C1C | 1.1 | / | 98.9 | 95.4 | -10.4 | 7.9 | 117.8[fluorescence artefact?] | 97.6 | -14.3[fluorescence artefact?]
COc1ccccc1NC(=O)c1cc2n(n1)C(C(F)(F)F)CC(c1ccc3c(c1)OCO3)N2 (centres undefined) | 0.9 | -1.1 | 108.0 | 80.4 | 13.0[fluorescence artefact?] | -7.6 | 77.6 | 69.2 | 30.5[fluorescence artefact?]
O=C(CN1CCCCC1)Nc1nnc(-c2ccc([N+](=O)[O-])cc2)s1 | 1.1 | / | 94.5 | 79.1 | 39.0 | 4.7 | 71.3 | 88.8 | 32.2
COc1ccccc1N1CCN(C(=O)CCNS(=O)(=O)c2ccc3c(c2)CCC(=O)N3)CC1 | 0.9 | 3.3 | 93.1 | 110.6 | -4.2 | 3.3 | 96.4 | 92.6 | -6.1
Cc1cc(C)c2c(n1)nn1c(NCCCn3ccnc3)cc(C)nc21 | 1.2 | -4.9 | 102.7 | 99.0 | -1.0[fluorescence artefact?] | -10.2 | 101.4 | 77.7 | -1.4[fluorescence artefact?]
CCOC(=O)C(NC(C)=O)(NS(=O)(=O)c1ccccc1)C(F)(F)F (centres undefined) | 1 | 4.4 | 107.7 | 91.5 | 0.1 | 4.9 | 98.9 | 89.3 | -3.4
Cc1cccc(CN2CCN(CC(=O)NCCCN3CCCC3=O)C2=O)c1 | 1.1 | -1.3 | 102.5 | 89.4 | 0.6 | 11.0 | 130.8 | 93.4 | 0.1[fluorescence artefact?]
CCOC(=O)CCCNC(=O)COC(=O)CCC(=O)c1ccc(F)cc1 | 1 | -1.9 | 95.1 | 106.2 | 1.0 | -7.0 | 98.8[fluorescence artefact?] | 89.4 | 0.0
CN(C)CCN1CCc2ccccc21 | 1.1 | 5.8 | 100.6 | 88.3 | 40.4[fluorescence artefact?] | 10.2 | 47.6[fluorescence artefact?] | 85.0 | 55.0*[fluorescence artefact?]
COc1ccc(C)cc1S(=O)(=O)N(CC(N)=O)Cc1ccccc1 | 1.1 | -5.4 | 88.7 | 89.4 | -40.5 | 10.0 | 102.0 | 95.3 | -33.6
COCCN1CN(S(=O)(=O)c2ccc(Cl)cc2)c2nc3ccccc3nc21 | 1.1 | -0.8 | 97.2 | 90.4 | 4.2 | -3.8 | 85.5 | 88.4 | -1.1
CSc1nnc(CNC(=O)c2ccccc2)n1-c1cccc(C)c1 | 1 | / | 95.3 | 99.3 | -14.6 | -6.7 | 127.3 | 100.4 | -4.7
CCOC(=O)c1nc2sc3c(c2c(=O)[nH]1)CCCC3 | 1.1 | 1.0 | 107.2 | 91.5 | 11.9 | -0.9 | 85.9[fluorescence artefact?] | 87.2 | 18.7
COc1ccc(OC)c(NC(=O)C2CCN(c3cc(-c4ccccc4)nc4ncnn34)CC2)c1 | 1.1 | 7.7 | 94.1 | 101.4 | 30.8 | 3.2 | 127.0 | 61.5 | 55.7*[fluorescence artefact?]
Cc1ccc(C(=O)N(CN2CCCC2=O)c2ccc(F)cc2)cc1 | 1.1 | 0.1 | 96.1 | 93.3 | 3.2[fluorescence artefact?] | -6.7 | 109.0 | 88.5 | -2.1[fluorescence artefact?]
C=CCOc1ccccc1/C=N/O | 1.1 | -2.9 | 100.2 | 98.1 | -7.0 | 4.3 | 126.4 | 88.1 | -3.7
CCOc1cc2nc(-c3ccc(OC)c(OC)c3)nc(NCCCN3CCOCC3)c2cc1OC | 1.1 | -0.9 | 82.4 | 57.7 | -3.9 | 12.4 | 91.4 | 18.2* | -9.0
Cc1ccc(-n2ncc3c(NCc4ccccn4)ncnc32)c(C)c1 | 1 | 0.5 | / | 103.2 | 0.1 | -0.5 | 106.3 | 90.5 | 6.5
COC(=O)c1ccc(CNC(=O)CSc2nnc(COc3ccccc3)n2C)o1 | 1.1 | -0.6 | 98.4 | 87.8 | -17.1 | 4.0 | 97.8 | 83.5 | -11.9
Cn1nc(-c2ccc(Cl)cc2)c2cc(C(=O)N3CCC(N4CCCCC4)CC3)sc21 | 1.2 | / | 88.8 | 74.0 | -0.2 | 2.9 | 123.9 | 68.5 | -3.8[fluorescence artefact?]

Random excerpt: two compounds from above, in no set order.
SMILES | MT1-MMP txn act | CD11b adhes enh | Fibroblast inh | HUVEC prolif 384 | ERa SRC1 inh | Smad3 inh | ERa coact pot | H69AR inhibit | ERb SRC1 inh
Cc1ccc(-n2ncc3c(NCc4ccccn4)ncnc32)c(C)c1 | 1 | 0.5 | / | 103.2 | 0.1 | -0.5 | 106.3 | 90.5 | 6.5
COCCN1CN(S(=O)(=O)c2ccc(Cl)cc2)c2nc3ccccc3nc21 | 1.1 | -0.8 | 97.2 | 90.4 | 4.2 | -3.8 | 85.5 | 88.4 | -1.1
